Bioassay records as filed in PubChem.
pAkt inh: HTS Assay for Inhibitors of Akt Phophorylation: Primary Screen; activity change, % for hits at 50 µM; 0.32% of 360,000 active; Neuro2A IGF-stimulated pAkt S473 HTRF, 20 min; active compounds read low; in the data active = activity change below about -80%; inconclusive = mostly about -51% to -80%; also: % is scaled to controls: 0 for no effect and ±100 for the full control effect
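Neuro2A cells in DMEM with 0.5% FBS, overnight at 37 deg C, given compound at single 50 µM final, then IGF (6 nM final) for 20 min at 37 deg C. Lysed; phospho-Akt Ser473 by HTRF after 24 h, 665/615 ratio.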
TDP-43 yeast inh: qHTS of TDP-43 Inhibitors | TDP-43 expressing yeast growth rescue, BacTiter-Glo, 24 h | Potency, µM (doses to about 46.1 µM), inactives show at the highest dose growth rescue (activation), actives largely listed as activators | 1.8% of 410,000 active | AID 652104, 2013; also: potency is read from the fitted curve at half-maximal effect; % of control where 0% means no effect; nearly all actives have a fitted effect of over 50% in size
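Yeast expressing TDP-43 (pregrown in raffinose, seeded at OD600=0.02 in galactose medium) exposed to compounds 24 hr at 30 deg C. Growth read by BacTiter-Glo luminescence; rescue of toxicity appears as increased signal.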
GLP-1R agonist: qHTS of GLP-1 Receptor Agonists; HEK293 GLP-1R CRE-luciferase, luminescence, 4-6 h; cells express a hypersensitive GLP-1R form; Potency, µM (titrated, usually from 45.6 µM), without a hit: at the highest dose activation, most hits filed as activators; 0.007% of 380,000 active; AID 624172, 2012; also: potency is read from the fitted curve at half-maximal effect; % of control where 0% means no effect
aSyn rescue: qHTS of alpha-syn Inhibitors. Yeast expressing alpha-synuclein, growth rescue, BacTiter-Glo, 24 h. 0.14% of 370,000 active. AID 652106, 2013. Potency, µM (titrated, usually from 46.1 µM), for inactives: top-dose growth rescue (activation), most hits filed as activators; also: potency is read from the fitted curve at half-maximal effect; % of control where 0% means no effect; nearly all actives have a fitted effect of over 65% in size
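Rescue of yeast growth: cells expressing toxic alpha-synuclein, induced in galactose at OD600 0.02, incubated with compound 24 h at 30 C. ATP luminescence quantified growth; inhibitors of toxicity appear as activators.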
GLP1R inv ag: qHTS of GLP-1 Receptor Inverse Agonists (Inhibition Mode). HEK293 GLP-1R CRE-luciferase, luminescence, 24 h; GLP-1R form is constitutively active. Glucagon-like peptide 1 receptor (Homo sapiens), P43220. 1.6% of 410,000 active. Potency, µM (highest dose often 38.3 µM), without a hit: at the highest dose activity change, negative = inhibition, hits mostly inhibitors; also: potency is read from the fitted curve at half-maximal effect; % is scaled to controls: 0 for no effect and ±100 for the full control effect; nearly all actives have a fitted effect of over 55% in size
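Inverse agonists were sought by their lowering of basal cAMP reporter luciferase output in HEK293 cells stably carrying constitutively active human GLP-1R, after 24 h compound treatment.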
Abeta rescue: qHTS for compounds that reverse cellular toxicity of Amyloid beta (A-beta) peptide in yeast: Primary Screen. yeast expressing A-beta42, growth rescue, OD600, 48 h; response scale: 0% DMSO, 100% iron-clioquinol control. Potency, µM (highest dose often 46.1 µM), for inactives: at the top dose growth rescue, most hits filed as activators. 0.063% of 410,000 active. AID 1347071, 2019; also: potency is read from the fitted curve at half-maximal effect; nearly all actives have a fitted effect of over 55% in size
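Growth rescue measured by 600 nm absorbance after 48 h yeast culture at 30 C with compound. Values normalized between DMSO and an equimolar ferric chloride plus clioquinol control.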
FUS yeast rescue: qHTS for Suppressors of FUS Proteinopathy: Primary screen using FUS-linked yeast assay; S. cerevisiae FUS-expressing, growth rescue, OD600, 24 h; Potency, µM (titrated, usually from 76.6 µM), for inactives: top-dose growth rescue (activation), actives largely listed as activators; 0.24% of 390,000 active; AID 1347120, 2019;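 also: potency is read from the fitted curve at half-maximal effect; plate controls were DMSO vehicle for no effect and reference control for full effect; nearly all actives have a fitted effect of over 55% in size; some results filed as inactive show a strong effect at the top dose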
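Steps: raffinose overnight preculture; dilution to OD 0.005 in 2% galactose minimal medium; compound addition (concentration series); 24hr at 30C, 99% humidity; absorbance read at 600 nm.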
D3 antag: qHTS of D3 Dopamine Receptor Antagonist: qHTS. D(3) dopamine receptor (Homo sapiens), P35462. D3R cells, DiscoveRx beta-arrestin luminescence, antagonist mode; active compounds read low. max response, negative = inhibition, %. 2.5% of 360,000 active. AID 652054, 2013; in the data active = max response below about -50%; inconclusive = no clear call, values can overlap the other calls; also: % is scaled to controls: 0 for no effect and ±100 for the full control effect; mostly tested at two doses, the higher about 12 µM
Target sequence (P35462 whole entry, looked up): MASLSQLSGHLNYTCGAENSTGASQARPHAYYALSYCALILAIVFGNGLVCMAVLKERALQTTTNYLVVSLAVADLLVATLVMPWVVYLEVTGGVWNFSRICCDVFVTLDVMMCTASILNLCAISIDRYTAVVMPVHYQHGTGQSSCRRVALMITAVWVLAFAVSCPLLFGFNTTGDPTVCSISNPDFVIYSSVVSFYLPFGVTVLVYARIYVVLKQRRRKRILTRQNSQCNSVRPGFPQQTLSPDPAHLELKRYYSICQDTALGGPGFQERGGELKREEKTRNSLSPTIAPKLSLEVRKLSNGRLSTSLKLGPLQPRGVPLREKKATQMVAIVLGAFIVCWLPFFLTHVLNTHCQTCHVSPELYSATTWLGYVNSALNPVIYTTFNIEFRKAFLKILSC
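Cells expressing the human receptor were seeded at 1500 cells/well, incubated overnight at 37 degrees C in 5% CO2, then exposed to library compounds with dopamine controls for 90 minutes at 37 degrees C before luminescent detection.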
PTHR1 agonist: qHTS for PTHR1 Agonists: Primary Screen | Parathyroid hormone/parathyroid hormone-related peptide receptor (Homo sapiens), Q03431 | HEK293 GP2 PTHR1 cells, GloSensor cAMP luminescence, 1 h | Potency, µM (series often up to 115 µM), without a hit: at the top dose activation, usual class: activators | 0.075% of 410,000 active | AID 743266, 2014; also: potency is read from the fitted curve at half-maximal effect; nearly all actives have a fitted effect of over 55% in size; some results filed as inactive show a strong effect at the top dose; inactives centre near -15; many of its hits are not listed in these tables
Target sequence (Q03431 whole entry, looked up): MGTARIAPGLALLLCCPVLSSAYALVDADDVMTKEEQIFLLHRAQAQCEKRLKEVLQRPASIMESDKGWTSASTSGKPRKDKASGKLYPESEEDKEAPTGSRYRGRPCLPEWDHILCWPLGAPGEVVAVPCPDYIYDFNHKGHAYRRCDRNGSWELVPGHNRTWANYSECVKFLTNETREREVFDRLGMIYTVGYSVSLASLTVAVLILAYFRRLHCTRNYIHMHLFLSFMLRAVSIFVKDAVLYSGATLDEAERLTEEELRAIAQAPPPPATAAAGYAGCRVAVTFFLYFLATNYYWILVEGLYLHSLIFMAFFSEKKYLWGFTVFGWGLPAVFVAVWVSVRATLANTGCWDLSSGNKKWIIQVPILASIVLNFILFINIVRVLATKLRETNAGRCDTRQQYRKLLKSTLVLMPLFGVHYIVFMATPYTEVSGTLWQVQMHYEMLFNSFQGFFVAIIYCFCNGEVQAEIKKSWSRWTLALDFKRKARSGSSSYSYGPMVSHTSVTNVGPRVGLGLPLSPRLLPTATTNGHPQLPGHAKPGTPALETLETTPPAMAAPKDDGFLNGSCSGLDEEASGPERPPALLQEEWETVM
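HEK-293-derived GP2 cells expressing PTHR1 and a GloSensor cAMP reporter, 3,000/well, plated overnight, given luciferin plus IBMX (each 0.5 mM as added) for 1 h at 37 °C, then compound for 1 h at 37 °C. Luminescence was read after 15 min at room temperature.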
* marks the source's active call; other numbers are inactive results; i = inactive; ? = inconclusive; . = not tested or not shown; [ ] = another dose, or the depositor's remark. Unless noted, calls follow the shape of the dose curve; as a rule, active = well fitted curve in the direction sought with a large enough effect; inconclusive = small, poorly fitted or top-dose-only effect, or another doubt; inactive = no such curve, though single readings can be large; an effect the other way counts as inactive or inconclusive. Only part of the results is shown; count on the stated rates, not on these rows.

SMILES	pAkt inh	TDP-43 yeast inh	GLP-1R agonist	aSyn rescue	GLP1R inv ag	Abeta rescue	FUS yeast rescue	D3 antag	PTHR1 agonist
Cc1cc(C)c(NC(=O)Cn2c(=O)n(CCC(=O)NCc3ccc4c(c3)OCO4)c(=O)c3ccccc32)c(C)c1	.	-14%	0%	.	9%	-19%	6%	.	-61%[inhibitor]
CCOC(=O)c1cnc2ccc(Br)cc2c1NCC(C)O (stereo not given)	?	9%	-1%	0%	6%	-8%	14%	6	-11%[57.5 µM]
COc1ccc(/C=C/C2=NN(Cc3ccccc3)C(=O)CC2)cc1	i	13%	15%	7%	?	19%	26%	-3	-21%
N#C/C(=C/c1ccc(N2CCCCC2)o1)C(=O)Nc1ccc2ccccc2c1	i	14%	-5%	-1%	?	-6%	?	-15	-44%[inhibitor]
O=C(NC(=S)Nc1ccccc1N1CCOCC1)c1ccc(-c2cccc(Cl)c2)o1	i	17%	-6%	0%	6%	7%	-4%	1	i
CCOc1ccccc1C(=O)OCC(=O)Nc1ncc(C(F)(F)F)cc1Cl	i	18%	1%	2%	0%	10%	26%	30	i
CN(C)CCNc1ncnc2c1ncn2[C@H]1CN(Cc2cccnc2)C[C@@H](CO)O1	i	-10%	-7%	-1%	31%[activator]	-10%	-8%	15	15%
Cc1cccc(OCc2nnc(SCC(=O)N3CCN(c4ccccc4)CC3)o2)c1C	i	15%	-6%	7%	?	20%	6%	48	-17%
O=c1cc2oc3cc(O)c(O)cc3c(-c3ccccc3[N+](=O)[O-])c-2cc1O	i	-26%	7%	-26%	?	-42%[inhibitor]	15%	-30	-11%
Clc1ccc(CSc2nncn2-c2ccc3c(c2)OCCO3)cc1	i	?	18%	1%	?	-27%	7%	-4	-24%
Cc1ccc([C@H]2C[C@H](O)[C@@H](n3cc(C4CC4)nn3)CN2Cc2cccs2)cc1	i	9%	7%	5%	?	-1%	?	14	-37%[inhibitor]
O=C(CCN1C(=O)/C(=C/c2ccc(F)cc2)SC1=S)NNC(=O)c1ccncc1	i	3%	7%	3%	4%	4%	-41%	16	i
CC(C)CCn1c(CN2CC(C)OC(C)C2)nc2c1c(=O)n(C)c(=O)n2C (stereo not given)	i	?	-1%	5%	14%	1%	-11%	4	0%
COc1ccc(Nc2nnc(-n3nc(C)cc3C)c3ccccc23)cc1	.	7%	.	.	-13%	2%	-13%	.	-10%
COc1cccc(CN2CC(C(=O)NCCN3CCOC3=O)CCC2=O)c1 (stereo not given)	i	-7%	4%	-2%	5%	-9%	-8%	-17	-25%
CCN(CC)CCCNC(=O)c1cc2c(=O)n(C)c3ccccc3c2n1C	i	-14%	0%	-8%	-2%	-33%	-3%	-15	-9%
O=S(=O)(c1ccc(OC(F)(F)F)cc1)N1CCCC(c2ccccc2)C1 (stereo not given)	i	7%	2%	11%	3%	-3%	16%	-12	-8%
CCOC(=O)c1c(NC(=O)C2c3ccccc3Oc3ccccc32)sc(C(C)=O)c1C	i	-9%	5%	4%	30%[activator]	9%	1%	16	-5%[57.5 µM]
CCOC(=O)c1ccccc1NC1OC(=O)c2ccccc21 (stereo not given)	i	-9%	5%	4%	4%	20%	-8%	10	-13%
O=C(CNC(=O)C12CC3CC(CC(C3)C1)C2)OCc1cc(=O)n2cc(Br)ccc2n1	i	13%	1%	0%	10%	-18%	14%	-8	i
CC(C)=CCn1c2ccc(NC(=O)NCc3ccc(F)cc3)cc2c(=O)n1C	i	29%	9%	0%	?	6%	-15%	-23	-16%
Cc1ccc(NC(=O)COc2ccccc2CNC(C)(C)CC(C)(C)C)cc1	i	-11%	-6%	-4%	?	-11%	15%	-6	-4%
COc1ccc(C(=O)COc2ccc3c(C)cc(=O)oc3c2)cc1	i	-20%	6%	-2%	12%	-22%	-14%	35	-8%
Cc1ccccc1NC(=O)c1ccc(F)c(S(=O)(=O)N(C)Cc2ccccc2)c1	.	0%	.	.	?	?	34%	.	-92%[inhibitor]
O=S(=O)(Nc1ccc(-c2cn3ccsc3n2)cc1)c1ccc2c(c1)OCCO2	i	8%	16%	13%	63%[activator]	7%	?	-15	-22%
Cc1ccc(O)c(N=Cc2cccs2)c1	i	11%	3%	-4%	16%	-12%	.	13	-9%
O=C1C=C(c2cc3ccccc3s2)C[C@@H](c2ccc(F)cc2)C1	i	18µM*	-3%	1%	4%	18%	7%	15	-37%[inhibitor]
CNc1ncnc(NC)c1[N+](=O)[O-]	i	-8%	18%	-1%	20%	4%	9%	15	-23%
O=C(c1ccc(CS(=O)c2cccc(Cl)c2)o1)N1CCN(C2CCCCC2)CC1 (stereo not given)	i	-5%	5%	-2%	-19%	3%	0%	-27	-9%
COC(=O)c1ccc(COC(=O)c2ccc(-n3cnnn3)cc2)o1	i	19%	3%	0%	5%	-6%	21%	-28	i
O=c1cc(-c2ccc(O)cc2)oc2ccc3ccccc3c12	i	4%	-7%	-17%	?	-19%	8%	37	-52%[inhibitor]
CCN1C(=O)c2ccccc2S(=O)(=O)c2ccc(C(=O)NC(C)C)cc21	i	-11%	5%	6%	12%	-4%	9%	-2	-14%
CC(NC(=O)c1sc2ncccc2c1-n1cccc1)c1ccccc1 (stereo not given)	.	29%	.	.	?	-42%[inhibitor]	27%	.	-13%
CCc1ccccc1Nc1nc2cc(Cl)c(Cl)cc2nc1-n1nc(C)cc1C	.	30%	.	.	-1%	0%	-12%	.	28%
Cc1coc2cc3oc(=O)c(CCC(=O)N4CCCCC4)c(C)c3cc12	.	22µM*	.	.	3%	-27%	27%	.	-38%[inhibitor]
O=C(CCc1nc2ccccc2c(=O)[nH]1)Nc1ccc(N2CCCCC2)cc1	i	1%	0%	-6%	-6%[7.66 µM]	11%	3%	5	6%
COc1ccc2oc(=O)c(/C(C)=N/Nc3nc(-c4cc(C)ccc4C)cs3)cc2c1	i	-16%	-1%	0%	-3%	-18%	.	-10	-1%
CCOc1ccc(N(CC)C(=O)CCS(=O)(=O)c2cccc3nonc23)cc1	i	17%	8%	1%	-4%	7%	-13%	-5	i
O=C(O)CCc1ccc(-c2cccs2)n1CC1CCCO1 (stereo not given)	i	0%	0%	-1%	0%	-9%	39%	9	-2%[57.5 µM]
COc1ccccc1CC1(C)C(=O)Nc2c(Cl)cccc21 (stereo not given)	i	?	10%	?	?	-9%	-1%	-21	-31%[inhibitor]

The final 2 records of the part before are carried over, then new ones follow:
SMILES	pAkt inh	TDP-43 yeast inh	GLP-1R agonist	aSyn rescue	GLP1R inv ag	Abeta rescue	FUS yeast rescue	D3 antag	PTHR1 agonist
O=C(O)CCc1ccc(-c2cccs2)n1CC1CCCO1 (stereo not given)	i	0%	0%	-1%	0%	-9%	39%	9	-2%[57.5 µM]
COc1ccccc1CC1(C)C(=O)Nc2c(Cl)cccc21 (stereo not given)	i	?	10%	?	?	-9%	-1%	-21	-31%[inhibitor]
CCOC(=O)CSc1nnc(-c2ccccc2)o1	i	-5%	4%	0%	15%	10%	10%	1	-7%[57.5 µM]
O=C(NC(=S)Nc1ccc2c(c1)OCO2)c1ccccc1	i	17%	-10%	2%	-27%	7%	-4%	-10	-17%[57.5 µM]
O=C(Nc1ccc(F)cc1)c1nc[nH]c1C(=O)Nc1ccc([N+](=O)[O-])cc1	i	-5%[0.397 µM]	8%	1%	-2%	-9%	14%	7	i
CC(OC(=O)c1ccc([N+](=O)[O-])s1)C(=O)Nc1ncc(Cl)cc1Cl (stereo not given)	i	?	-8%	4%	2%	-46%[inhibitor]	.	0	i
CSc1ccc(C(=O)/C=C/c2ccc(N)cc2)cc1	i	11%	-4%	-1%	-27%	-45%[inhibitor]	13%	-10	-30%[inhibitor]
Oc1c(Br)cc(Br)cc1/C=N/n1c(-c2ccccc2)n[nH]c1=S	i	?	4%	-3%	?	-26%	4%	-51*	-12%
CCOC(=O)CSc1nc(C2CC2)nc2ccccc12	i	11%	13%	0%	-8%	-32%[inhibitor]	-10%	-14	i
COc1ccc(C(=O)NCC(c2ccc3c(c2)OCO3)N2CCOCC2)cc1 (stereo not given)	.	2%	.	.	1%	-11%	-3%	.	i
O=C(/C=C/c1ccccc1Cl)NCCc1ccc(F)cc1	i	-11%	0%	-5%	-7%	-2%	.	-19	i
COc1ccccc1Oc1ccc(N/C=C2/CCCC2=O)cc1	i	0%	12%	1%	-15%	0%	0%	-8	-30%

The closing two compounds of the part before are carried over, then new ones follow:
SMILES	pAkt inh	TDP-43 yeast inh	GLP-1R agonist	aSyn rescue	GLP1R inv ag	Abeta rescue	FUS yeast rescue	D3 antag	PTHR1 agonist
O=C(/C=C/c1ccccc1Cl)NCCc1ccc(F)cc1	i	-11%	0%	-5%	-7%	-2%	.	-19	i
COc1ccccc1Oc1ccc(N/C=C2/CCCC2=O)cc1	i	0%	12%	1%	-15%	0%	0%	-8	-30%
CC(=O)N1CCc2cc(N=NC3=C(O)CCCC3=O)ccc21	i	-3%[0.397 µM]	-2%	4%	2%	-3%	2%	-11	-21%
CC12CC3(C)CC(C)(C1)CC(C(=O)NC(=S)N1CCOCC1)(C2)C3	i	4%	1%	-18%	5%	16%	15%	8	-2%[57.5 µM]
CCN1C(=NCCCCO)N[C@@H](c2cccc(C(F)(F)F)c2)C(C(=O)OC)=C1C	i	-11%	9%	0%	-2%	-20%	-2%	0	-10%
N#Cc1ccc(C(=O)OCC(=O)Nc2ccc(N3CCOCC3)cc2)cc1	i	0%	3%	-4%	10%	-8%	8%	4	i
